VP16 counter = Gal4-VP16 reporter inhibition counter-screen. Potency, µM (series often up to 53.6 µM), without a hit: at the top dose activity, negative = inhibition, usual class: inhibitors. AID 2546. Drosophila S2 Gal4-VP16 UAS-luciferase, luminescence, 20 h. 310,000 compounds, 3.5% hits;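 also: Gal4-VP16 expression switched on by copper sulfate through the metallothionein promoter; potency is read from the fitted curve at half-maximal effect; % is scaled to controls: 0 for no effect and ±100 for the full control effect; nearly all actives have a fitted effect of over 50% in size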
RORgamma inh = ROR gamma (mouse) transcription inhibition. P51450. Drosophila S2 Gal4-RORgamma UAS-luciferase reporter, 20 h. Potency, µM (doses to about 53.6 µM), for inactives: at the top dose activity change, negative = inhibition, hits mostly inhibitors. 310,000 compounds, 5.4% hits; also: potency is read from the fitted curve at half-maximal effect; % is scaled to controls: 0 for no effect and ±100 for the full control effect; nearly all actives have a fitted effect of over 60% in size
Target sequence (P51450 whole entry, looked up, the tested form may be a part): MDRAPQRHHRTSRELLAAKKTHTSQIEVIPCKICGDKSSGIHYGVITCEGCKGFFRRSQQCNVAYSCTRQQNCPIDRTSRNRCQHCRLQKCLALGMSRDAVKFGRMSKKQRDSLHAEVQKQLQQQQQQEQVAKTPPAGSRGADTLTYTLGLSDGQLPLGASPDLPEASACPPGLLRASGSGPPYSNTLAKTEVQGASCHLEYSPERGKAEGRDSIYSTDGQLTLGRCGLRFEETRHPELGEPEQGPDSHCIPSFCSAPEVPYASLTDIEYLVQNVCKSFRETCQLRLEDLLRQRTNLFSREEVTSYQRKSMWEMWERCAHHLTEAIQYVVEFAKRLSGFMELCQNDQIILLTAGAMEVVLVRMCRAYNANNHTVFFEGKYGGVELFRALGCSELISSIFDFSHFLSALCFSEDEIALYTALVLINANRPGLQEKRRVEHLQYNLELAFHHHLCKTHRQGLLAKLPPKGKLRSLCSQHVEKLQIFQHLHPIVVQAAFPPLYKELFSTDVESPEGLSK
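Stable Schneider cell line, Gal4 DNA-binding domain fused to ROR gamma, UAS-luciferase. Cmpd 1 hr RT → CuSO4 700 uM final → 20 hr RT → luciferase reagent 10 min → luminescence.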
NPC1 promoter act = activators of NPC1 promoter; Huh7 NPC1 promoter luciferase reporter, 24 h; Potency, µM (series often up to 9.22 µM), for the others: top-dose activation, most hits filed as activators; 320,000 compounds, 2.4% hits; AID 485313;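 also: potency is read from the fitted curve at half-maximal effect; % of control where 0% means no effect; nearly all actives have a fitted effect of over 60% in size; reporter is driven by a mutant NPC1 promoter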
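NPC1 promoter–luciferase Huh7 cells; 24 h compound; luminescence.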
FLuc modulator = inhibits or activates purified firefly luciferase, miR-21 counter-screen | P08659 | purified FLuc, Km substrates, luminescence inhibition | Potency, µM (highest dose often 57.5 µM), without a hit: at the highest dose activity change, negative = inhibition, most hits filed as inhibitors | 360,000 compounds, 6.9% hits | AID 588342;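 also: potency is read from the fitted curve at half-maximal effect; plate controls were vehicle for no effect and reference inhibitor for full effect; nearly all actives have a fitted effect of over 55% in size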
Target sequence (P08659 whole entry, looked up): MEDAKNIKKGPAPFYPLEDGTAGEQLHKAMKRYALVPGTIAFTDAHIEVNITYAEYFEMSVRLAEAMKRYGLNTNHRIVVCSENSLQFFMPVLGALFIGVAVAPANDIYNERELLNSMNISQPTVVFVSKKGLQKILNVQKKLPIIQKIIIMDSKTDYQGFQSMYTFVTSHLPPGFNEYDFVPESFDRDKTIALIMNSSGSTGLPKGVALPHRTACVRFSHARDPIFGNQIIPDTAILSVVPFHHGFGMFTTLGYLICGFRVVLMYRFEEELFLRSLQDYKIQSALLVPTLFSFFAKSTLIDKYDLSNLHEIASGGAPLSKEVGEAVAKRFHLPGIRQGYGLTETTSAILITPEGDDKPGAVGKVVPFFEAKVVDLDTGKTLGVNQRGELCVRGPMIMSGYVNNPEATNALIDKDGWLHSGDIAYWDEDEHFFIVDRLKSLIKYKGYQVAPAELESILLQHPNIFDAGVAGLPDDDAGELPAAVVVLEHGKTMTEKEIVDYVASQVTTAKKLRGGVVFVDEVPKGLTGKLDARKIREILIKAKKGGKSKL
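Purified P. pyralis luciferase, 10 nM final, with Km-level 10 uM D-luciferin and 10 uM ATP in 50 mM Tris acetate pH 7.5, 10 mM Mg acetate, 0.01% Tween-20, 0.05% BSA; 6-point qHTS titration about 60 µM downward; luminescence read.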
p53 reactivation = restores transcriptional activity of mutant p53; H1299 p53-A138V BP100-luciferase reporter, luminescence, 24 h; Potency, µM (highest dose often 92.2 µM), inactives show at the top dose activity change, positive = activation, hits mostly activators; 320,000 compounds, 0.063% hits; also: potency is read from the fitted curve at half-maximal effect; % of control where 0% means no effect; nearly all actives have a fitted effect of over 45% in size
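H1299 (p53-null), stable ts p53-A138V + BP100-Luc; 1000 cells/well, Opti-MEM/10% FBS; cpd 4 pt, 1:5; 24 h, 37 deg C, 5% CO2; detection reagent 10 min RT; luminescence.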
PKM2 activator = increases activity of human pyruvate kinase M2; purified PKM2, Kinase-Glo ATP luminescence, activation; response scale: 0% is enzyme alone, no compound; Potency, µM (doses to about 57.5 µM), for inactives: top-dose activation, most hits filed as activators; 260,000 compounds, 0.34% hits; AID 1631; also: potency is read from the fitted curve at half-maximal effect; % is scaled to controls: 0 for no effect and ±100 for the full control effect; nearly all actives have a fitted effect of over 55% in size
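ATP formation by purified human PK-M2, quantified via coupled luciferase luminescence after 1 h at room temperature with 0.1 mM ADP and 0.5 mM PEP final.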
ELG1 genotoxic = inducers of genotoxicity in HEK293T ELG1-luciferase cells; HEK293T ELG1-luciferase reporter, luminescence, 16 h; Potency, µM (doses to about 46 µM), for the others: at the highest dose activity change, positive = activation, hits mostly activators; 330,000 compounds, 1.3% hits; also: potency is read from the fitted curve at half-maximal effect; % of control where 0% means no effect; nearly all actives have a fitted effect of over 60% in size
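Genotoxicity was scored as increased ELG1-luciferase reporter signal, measured by ONE-Glo luminescence (30 min, room temperature). Compound or vehicle exposure of the HEK293T reporter cells lasted 16 hr at 37°C.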
Menin-MLL TR inh = displaces Texas Red mutant MLL peptide from human menin; O00255; Menin + Texas Red MLL mutant peptide, fluorescence polarization; Potency, µM (doses to about 61.6 µM), for inactives: top-dose FP activity change, negative = inhibition, most hits filed as inhibitors; 270,000 compounds, 0.23% hits; AID 1768; active = well fitted inhibition curve with a large enough effect in the polarisation, with a control signal flat, not every such curve was filed as active; inconclusive = small, poorly fitted or top-dose-only effect, or effect the other way, or a change in a side signal; inactive = no such curve, though single readings can be large or run the other way; the % refers to the polarisation; also: potency is read from the fitted curve at half-maximal effect; % of control where 0% means no effect; many of its hits are not listed in these tables
Rab9 prom act = Rab9 promoter activation; 320,000 compounds, 2.8% hits; Huh7 Rab9 promoter-luciferase reporter, luminescence, 24 h; Potency, µM (series often up to 9.22 µM), for inactives: top-dose activation, negative = inhibition, usual class: activators; also: potency is read from the fitted curve at half-maximal effect; % of control where 0% means no effect; nearly all actives have a fitted effect of over 60% in size
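Promoter activation is measured as luciferase luminescence in Huh7 cells stably transfected with a Rab9 promoter–luciferase construct, following 24 h compound exposure at 37 °C and 10 min reagent incubation at ambient temperature.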
Giardia killer = Giardia lamblia killing; Giardia lamblia trophozoite viability; activity change, % at 7.66 µM, hits read low; AID 540267; 340,000 compounds, 0.15% hits; in the data active = activity change below about -80%; inconclusive = between about -30% and that limit;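 also: parasites exposed to compound for two days anaerobically before the ATP read; % is scaled to controls: 0 for no effect and ±100 for the full control effect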
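Luminescent ATP signal served as the viability read-out, measured 15-30 min after adding ATP detection reagent to trophozoites that had been incubated with compounds for 48 hrs at 37 deg C anaerobically at 100 cells/well.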
BRCA1 expr up = increases BRCA1 expression; MCF7-BRCA1-FFLuc reporter, luminescence, 48 h; response scale: scaled: vehicle 0%, 10 µM genistein 100%; Potency, µM (top dose mostly 46.1 µM), for inactives: at the highest dose activation, most hits filed as activators; 380,000 compounds, 1.1% hits; also: potency is read from the fitted curve at half-maximal effect; nearly all actives have a fitted effect of over 80% in size; some results filed as inactive show a strong effect at the top dose
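Cells: MCF7-BRCA1-FFLuc, 2000/well. Exposure: 48 h, 37 °C, 5% CO2. Read: luminescence, 15 min post-substrate. Controls: genistein 10 microM (maximal activation), DMSO (neutral).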
Numbers without * were called inactive; ? = inconclusive; . = no result given; & = joins results of further samples; [ ] = remark or other dose. Unless noted, calls follow the shape of the dose curve; as a rule, active = well fitted curve in the direction sought with a large enough effect; inconclusive = small, poorly fitted or top-dose-only effect, or another doubt; inactive = no such curve, though single readings can be large; an effect the other way counts as inactive or inconclusive. This is a subset; the hit share may differ from the screen's.

SMILES	VP16 counter	RORgamma inh	NPC1 promoter act	FLuc modulator	p53 reactivation	PKM2 activator	ELG1 genotoxic	Menin-MLL TR inh	Rab9 prom act	Giardia killer	BRCA1 expr up
CCOC(=O)CN1C(=O)C(O)(CC(=O)c2ccc3c(c2)CCCC3)c2ccccc21 (configuration not stated)	-12%	11%	2%	-10%	0%	2%	-2%	-12%	-2%	32[activator]	14%
O=C(COC(=O)CC1Sc2ccccc2NC1=O)NCc1ccccc1 (configuration not stated)	.	.	0%	3%	0%	.	0%	.	-2%	2	-14%
CCC1CCCCN1C(=O)CCCc1ccccc1 (configuration not stated)	-10%	28%	?	-27%	.	0%[11.5 µM]	?	?	?	1	?
CCC1CN(C(=O)NCc2ccccc2)c2cc(C)ccc2O1 (configuration not stated)	-9%	-1%	-4%	1%&5%	2%	.	-1%	?	-8%	4	-6%
COc1cccc(C(=O)Cn2c(Br)nc3c2c(=O)n(C)c(=O)n3C)c1	-5%	0%	-3%	7%	-1%	2%	-1%	-6%	-6%	1	-50%
Cc1ccc2c(c1)c(CC(=O)Nc1ccc(C)c(F)c1)c(C(=O)O)n2C	12%	9%	8%	?	-5%	-14%	-6%	?	5%	3	-32%
Cc1cc(C)nc(NC(=O)c2cnc3sccn3c2=O)n1	2%	6%	-5%	-1%	-1%	-1%	-8%	4%	-3%	-15	-40%
CC(=O)Cn1cnc2c(cnn2-c2ccc(C)c(C)c2)c1=O	-11%	18%	3.2µM*	24µM*	?	.	?	-26%	1.6µM*	-8	5µM*
CS(=O)(=O)c1cccc(S(=O)(=O)N2CCCCCC2)c1	12%	-25%	1%	1%	2%	3%	7%	1%	0%	-11	2%
CCCC(C)NNC(=O)c1cc2ccccc2[nH]1 (configuration not stated)	16%	-3%	2%	0%	6%	1%	9%	-17%	2%	-3	13%
O=C(NN1C(=O)C2C3c4ccccc4C(c4ccccc43)C2C1=O)c1ccc(Cl)cc1 (configuration not stated)	-7%	-12%	0%	2%	-9%	-3%	-4%	-11%	-4%	34[activator]	-38%
C=CCSC1=NC(=O)/C(=C/c2cccs2)S1	26%	?	-8%	19µM*	14%	0%	?	2%	-5%	13	17%
O=C(c1ccco1)N1CCc2ccccc21	12%	11%	?	?	?	-12%	?	-4%	?	-19	?
Cc1ccc(C(=O)O/N=C/c2ccc(N(C)C)cc2)cc1	2%	?	1%	?	4%	-9%	13%	23%	20%	?	76%
CC(C)N(Cc1ccccc1)S(=O)(=O)c1cccs1	-4%	-10%	-1%	3%	6%	.	-3%	6%	0%	-6	1%
Cc1oc(-c2ccc(Cl)cc2)cc1C(=O)NC1CCN(Cc2ccccc2)CC1	3%	18%	-2%	3%	2%	3%	-5%	.	-1%	5	-56%
CCCCN(C(=O)CNC(=O)c1ccco1)C(C(=O)NC1CCCCC1)c1ccc(OC)cc1OC (configuration not stated)	-1%	16%	2%	3%	-7%	7%	0%	-16%	0%	-14	-12%
Cc1ccc(C(=O)Nc2nc(-c3cc(Cl)sc3Cl)cs2)cc1	15%	3%	-1%	9.5µM*	-3%	-6%	6%	-1%	-11%	-27	-57%
CSc1cc(-c2ccncc2)nc(-c2ccc(Cl)cc2)c1	-10%	-9%	-5%	-2%	-5%	.	-5%	18%	-5%	-5	-29%
Cc1ccc(S(=O)(=O)/N=C(/Nc2ccc(O)c(C(=O)O)c2)c2ccccc2)cc1	.	.	-1%	-14%	?	.	0%	.	-6%	-11	1%
C/C(=N\NC(=O)CC#N)c1ccc(Oc2ccccc2)cc1	9%	17%	-5%	-3%	2%	0%	-3%	1%	-1%	-22	21%
O=C(CN1C(=O)CCSc2ccc(S(=O)(=O)N3CCOCC3)cc21)Nc1ccccc1Cl	-1%	22%	-4%	-2%	-2%	.	-4%[9.26 µM]	-5%	0%	15	-3%
COCc1cc(/C=N\NC(=O)Cc2ccc(Cl)cc2)ccc1OC	3%	40%	0%	-8%	2%	4%	-1%	-15%	-8%	-15	-4%
O=C(CCS(=O)(=O)c1ccccc1)N1CCN(c2ccc(F)cc2)CC1	-5%	27%	?	-23%	26%	-6%	17%	.	?	8	98%
COC(=O)c1cc(S(=O)(=O)NCC2CCN(Cc3ccc(C)cc3)CC2)cn1C	2%	15%	3%	1%&-1%	4%	.	-2%	.	-5%	27	-15%&5%
Cc1ccc(CN2CCN(Cc3ccc(O)cc3)CC2CCO)o1 (configuration not stated)	-3%	-11%	-2%	-2%	3%	1%	-1%	7%	-13%	-11	0%
COc1c(C(=O)NNC(=O)c2ccccc2Cl)csc1Br	23%	-26%	3.5µM*	21µM*	13%	2%	?	.	?	0	10µM*
C/C(=N\NC(=O)CN(c1ccccc1)S(C)(=O)=O)c1ccccc1O	3.5µM*	0.71µM*	-4%	-11%	1%	5%	-4%	3%	-3%	-15	-49%
CN(C1CCCCC1)S(=O)(=O)c1ccc(-n2cnnn2)cc1	6%	8%	5%	-3%	-12%	-3%	3%	-6%	5%	-2	9%[1.84 µM]
FCCCOc1ccc(-c2ccnc(-c3ccccc3)n2)cc1	5%	43%	11%	12µM*	23%	-4%	-1%	43%[activator]	20%	0	-1%
C=CCOc1nc(N(C)C)nc(N(C)C)n1	-13%	-9%	1%	1%	-2%	-4%	1%	-5%	-9%	-3	1%
O=C(N/N=C1\CCCc2ccccc21)c1ccccc1Cl	6%	7%	?	?	12%	0%	?	-24%	?	3	10µM*
CCn1c(SCC(=O)N2CCCCCC2)nc2c(c1=O)SCC2	0%	19%	-9%	3%	6%	.	-6%	.	-8%	3	0%
COc1cccc(/C=N/N2CCN(c3ccccc3OC)CC2)c1	6%	19%	?	12µM*	?	-3%	16µM*	9%	3.2µM*	-20	?
CCOC(=O)N1CCN(Cc2nc3c(c(=O)n(C)c(=O)n3C)n2Cc2cccc(C)c2)CC1	0%	1%	4%	-3%	-2%	-20%	1%	-15%	7%	1	-1%
CCOC(=O)CCCc1ccc(/C(C)=N/NC(=S)NC)cc1	?	?	-3%	-4%	1%	0%	-2%	.	-2%	-19	25%
Cc1cccc(NS(=O)(=O)c2cccc(C(=O)NNC(=O)c3ccccc3O)c2)c1	.	.	1%	?	10%	.	1%	.	-13%	1	-23%
COc1cc(/C=N/NC(=O)COc2ccc(-n3cnnn3)cc2)ccc1OCC(N)=O	-10%	-6%	-1%	-12%	2%	-2%	0%	.	-2%	10	-2%
CCc1cc2c(=O)n(-c3ccccc3)c(SCC(N)=O)nc2s1	7%	?	0%	2%	-3%	-4%[11.5 µM]	0%	-2%	-1%	-1	7%
Cc1cc(F)ccc1NC(=O)C1CCCO1 (configuration not stated)	-3%	-6%	0%	0%	-1%	1%	-1%	24%	-3%	-3	2%
N#Cc1cc(NC2CCCC2)c([N+](=O)[O-])cc1C#N	-4%	-5%	1%	4%	1%	-19%	4%	3%	10%	-14	-50%
COc1ccc(C(=O)COC(=O)c2cccnc2SC)cc1	?	29%	4%	3.8µM*	29%	6%	0%	2%	-9%	2	-2%
CC1(C)Oc2ccc(C(=O)N/N=C/c3ccc(O)cc3)cc2NC1=O	3%	-10%	0%	?	1%	.	0%	.	-11%	-5	-36%
O=C(Nc1ccccc1Cl)NC1(C(=O)NCC2CCCO2)CCCCC1 (configuration not stated)	-1%	-37%	-4%	-1%	-3%	2%	0%	6%	0%	6	-8%
CC(C)C(=O)Nc1csc(C(F)(F)F)c1-c1ccccc1	5%	16%	0%	0%	-1%	-1%	2%	.	-3%	16	0%
Cc1cc(OC(=O)c2ccc(Cl)cc2Cl)nc(C)n1	5%	0%	0%	?	0%	-3%	1%	.	-5%	-1	-2%[1.84 µM]
COc1cccc(CC(=O)Nc2cccc3ccccc23)c1	3%	8%	2%	3%	1%	3%	1%	1%	-2%	7	24%
CCN(CC)CCNC(=O)c1c(O)c2cc(OC)c(OC)cc2[nH]c1=O	-1%	-21%	4%	1%	-12%	10%	3%	-7%	-3%	-5	28%
CCOc1ccc(-n2nc(C(=O)NCCOC)c3ccccc3c2=O)cc1	3%	17%	0%	5%	-4%	-4%	-2%	0%	-4%	-19	0%
CC(Oc1ccc2c3c(c(=O)oc2c1)CCCC3)C(=O)NCCCn1ccnc1 (configuration not stated)	-14%	14%	-2%	-1%	-5%	1%[0.46 µM]	1%	-1%	-3%	4	5%
